# Compound activity (PubChem)
# S3 lipid droplet: qHTS Assay for Lipid Storage Modulators in Drosophila S3 Cells; Drosophila S3 cells, BODIPY lipid droplet fluorescence, 18-24 h; cells fed with added oleic acid; 320,000 tested, 0.64% active; AID 2685, 2010; lipid storage change, negative = inhibition, % at the top dose, mostly 46.1 µM; hits show Potency in µM; active = well fitted inhibition curve with a large enough effect in the signal ratio, with a control signal flat, not every such curve was filed as active; inconclusive = small, poorly fitted or top-dose-only effect, or effect the other way, or a change in a side signal; the % refers to the signal ratio
#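 Laser-scanning cytometry quantifies lipid droplet accumulation (500–530 nm total intensity; droplet/cell object ratio) in oleic acid-fed (400 uM added) Drosophila S3 cells treated with a concentration series. 20 uM Triacsin C defined 100% inhibition.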
# S3 lipid droplet cell count max: also measured in S3 lipid droplet; calls as there; cell number change, %; measured here: cell count max response;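 cells counted by Cell Tracker Red CMTPX staining in the red channel; peak over a dose series mostly up to 46.1 µM; percent activity relative to internal control wells on each plate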
# * = called active by the depositor; i = inactive; ? = inconclusive; nt = no result given. % is scaled to controls: 0 for no effect and ±100 for the full control effect; potency is read from the fitted curve at half-maximal effect. Some of the compounds tested; count on the stated rates, not on these rows.
SMILES,S3 lipid droplet,S3 lipid droplet cell count max
COc1ccc(N=CC2=C(O)c3ccccc3C2=O)cc1,?,nt
O=C(NNC(=O)C1CC(c2cccs2)=NO1)Nc1ccc(Cl)cc1 (centres undefined),?,nt
Cc1cccc(NCC(=O)N/N=C/c2cccc(Br)c2)c1,?,nt
CSc1ccccc1NC(=O)N1CCC(CO)(CC2CCCCO2)CC1 (centres undefined),-16.6%,-4.5
Cc1cccc(-c2nc(CS(=O)CC(=O)NC3CCCC(C)C3C)c(C)o2)c1 (centres undefined),27.4%,-6.1
CC(=O)NC(Cc1ccccc1C)C(=O)NC1CCN(c2nnnn2-c2ccccc2)CC1 (centres undefined),14.8%,8.0
CC(=O)Nc1sc2c(c1C(c1ccncc1)N1CCOCC1)CCCC2 (centres undefined),?,nt
COc1ccc(/C(C)=N/NC(=O)c2nnn(-c3nonc3N)c2-c2cccs2)cc1OC,i,1.4
Cc1ccnc(SC2CC(=O)N(c3ccc(Br)cc3)C2=O)n1 (centres undefined),i,3.9
O=C(NCc1ccco1)c1cccc(NS(=O)(=O)c2cccc(F)c2)c1,?,nt
N#Cc1cc2c(nc1SCc1cccnc1)CCCC2,?,nt
O=C(N/N=C/c1ccoc1)c1ccc(Cl)cc1,?,nt
CCOc1ccc(/C=N/NC(=S)NC2CC3CC2C2C=CCC32)cc1 (centres undefined),-0.2%,-10.1
COc1ccc(N=C2SCC(c3ccc([N+](=O)[O-])cc3)=NN2CCO)cc1,?,nt
O=C(/C=C/c1ccccc1)c1ccccn1,?,nt
O=C(O)C1CCCN(S(=O)(=O)c2ccc(-c3ccc(=O)[nH]n3)s2)C1 (centres undefined),i,-7.2
COc1ccc(S(=O)(=O)Oc2ccccc2C(N)=O)cc1,?,nt
NC(=O)CSc1nnc(Cc2csc(Nc3ccccc3)n2)n1Cc1ccccc1,21.9%,1.8
CN(c1ccccc1)S(=O)(=O)c1cccc(NC(=O)c2cc3ccccc3oc2=O)c1,?,nt
CCCCN(C)CC(O)Cn1cc(/C=C/C(=O)c2ccc(OCC)cc2)c2ccccc21 (centres undefined),?,nt
O=C(NCc1nc2ccccc2[nH]1)C1=C[C@@H](c2csc3ccccc23)C[C@@H](OCc2ccc(CO)cc2)O1,1.7%,-7.5
Cc1sc2ncnc(-n3nnc4ccccc43)c2c1C,?,nt
COc1cc(C(=O)NCc2ccco2)c(Br)c(OC)c1OC,-2.6%,11.9
CCOC(=O)CNC(=O)c1ccc(Cl)s1,?,nt
CCNc1nc(NCC)nc(Oc2ccc(N)cc2)n1,?,nt
Cc1ccc(OCCCCNC(C)c2ccccc2)c(C)c1 (centres undefined),?,nt
CS(=O)(=O)N(CC(=O)N1CCN(Cc2ccccc2)CC1)c1ccc(F)cc1,?,nt
O=C(c1ccc(C(F)(F)F)cc1)C1CCCN(C(=O)c2csnn2)C1 (centres undefined),?,nt
CCn1c(=O)cc(SCC(=O)NCCN2CCN(Cc3ccccc3)CC2)c2ccccc21,?,nt
O=C1CS/C(=N/N=C/c2c[nH]c3ccccc23)N1,0.2%,-13.4
CCC1Sc2ccccc2N(CC(=O)NCCC(C)C)C1=O (centres undefined),-10.8%,-21.4
O=C(O)c1cc(NCc2cccs2)ccc1N1CCOCC1,?,nt
O=C(c1ccc2c(c1)OCO2)N1CCC2(CC1)Oc1ccc(Cl)cc1C(=O)C21CC(c2ccc(Cl)cc2)=NO1 (centres undefined),1.6%,8.8
Cc1nn(-c2ccccc2)c2nc(C(Cl)(Cl)Cl)[nH]c(=O)c12,-4.1%,7.4
CC(=O)Nc1cccc(C(=O)OCCCOc2ccc(F)cc2)c1,?,nt
N/C(=N/OC(=O)c1ccc(Cl)cc1)c1ncc([N+](=O)[O-])s1,?,nt
CC(=O)N1CCN(S(=O)(=O)c2cccc(C(=O)NC3CCC(C)CC3)c2)CC1 (centres undefined),?,nt
COc1ccc(Nc2nnc(SCC(=O)Nc3ccc4[nH]c(=O)[nH]c4c3)s2)cc1,-11.5%,-17.1
COc1cc(/C=N/NC(=O)c2cc(-c3cccn3C)n[nH]2)cc(OC)c1OC,?,nt
COc1ccc(Cc2nc(-c3ccc(Br)o3)no2)cc1OC,?,nt
CCn1cc(S(=O)(=O)NCCc2ccccc2OC)cn1,-15.0%,4.5
COc1ccc(C2=C(C#N)C(=O)OC2)cc1,-18.9%,nt
CCCCC(NC(=O)c1cccc(Br)c1)C(=O)O (centres undefined),-0.2%,-4.2
COc1ccc(-n2c(SCC(N)=O)nnc2-c2cccnc2)cc1,7.0%,13.5
Cc1ccc(N(C(=O)CCC(=O)Nc2cc(C)on2)C(C(=O)NC2CCCC2)c2ccncc2)cc1 (centres undefined),?,nt
COC(=O)c1cc2oc(C)cc2n1CC(=O)N(C)c1ccccc1,?,nt
CCC1Oc2ccccc2N(CC(=O)NC2CCCCC2)C1=O (centres undefined),i,2.8
Cc1cccc(NC(=O)CSc2nnc(CNC(=O)c3cccs3)o2)c1C,?,nt
CCn1cc(/C=N\NC(=O)Cc2ccc(Cl)cc2)cn1,?,nt
CCCCn1c(N)c(N(CCOC)C(=O)c2nn(CC)c(=O)c3ccccc23)c(=O)[nH]c1=O,i,nt
COc1ccc(C2CC(C(F)(F)F)n3ncc(C(=O)Nc4c(C)n(C)n(-c5ccccc5)c4=O)c3N2)cc1 (centres undefined),5.3%,5.1
COc1ccccc1NC(=O)COc1ccc2c(c1)OCO2,?,nt
Cc1cccc(C)c1NC(=O)c1ccc(-n2cncn2)nc1,-6.7%,-13.7
COc1ccc(C2C(C(=O)NCC3CCCO3)CCC(=O)N2c2ccc3c(c2)OCO3)cc1 (centres undefined),i,10.1
CCOc1ccc(Cl)cc1S(=O)(=O)N1CCC(C(=O)NCC2CCCO2)CC1 (centres undefined),i,17.6
CCN(CC(=O)NCc1ccc(Cl)cc1)C(=O)c1cc2ccccc2o1,?,nt
COc1cccc(C2NC(CC(C)C)(C(=O)O)C3C(=O)N(Cc4ccccc4)C(=O)C23)c1O (centres undefined),-0.2%,2.9
CC1CCN(CCNC(=O)C2CCCN(c3ncnc4c3nc3n4CCCCC3)C2)CC1 (centres undefined),?,nt
O=C(C1=C[C@@H](c2ccc(Br)cc2)C[C@@H](OCCCCO)O1)N1CCOCC1,3.5%,9.3
CC(CN1CCCCC1)OC(=O)c1ccccc1Cl (centres undefined),i,-0.9

# 2 entries picked at random from the list so far, as already listed:
SMILES,S3 lipid droplet,S3 lipid droplet cell count max
Cc1cccc(NC(=O)CSc2nnc(CNC(=O)c3cccs3)o2)c1C,?,nt
CCn1cc(/C=N\NC(=O)Cc2ccc(Cl)cc2)cn1,?,nt

# Going on with the list:
SMILES,S3 lipid droplet,S3 lipid droplet cell count max
FC(F)(F)c1cccc(CNC2CCN(Cc3ccccc3)CC2)c1,?,nt
COc1ccc(CNC(=O)CN2C(=O)C3C4C=CC(C4)C3C2=O)cc1 (centres undefined),0.4%,-21.1
Cc1[nH]n(-c2ccccc2)c(=O)c1S(=O)(=O)c1ccccc1,?,nt
O=C(COc1ccccc1)NC1CCN(Cc2ccccc2)CC1,?,nt
O=C(Cc1csc(NC(=O)Nc2cccc(Cl)c2)n1)NCc1cccnc1,?,nt
COC(=O)c1ccc(NC(=O)c2ccc3c(c2)OCO3)cc1,?,nt
CC(C)NC(=O)c1ccc(CN2CCc3ccccc3C2)cc1,?,nt
Cc1cc(S(=O)(=O)N2CCOCC2)c(C)s1,i,-1.8
O=C(c1c(Cl)nc2sccn12)N1CCCc2ccccc21,i,nt
CCS(=O)(=O)c1ccc(O)c(N2C(=O)C3C4C=CC(C4)C3C2=O)c1 (centres undefined),-4.3%,10.0
Cc1cccc(Nc2nc(CC(=O)O)cs2)c1,?,nt
O=C(NC(=S)Nc1cccc(-c2ccc(CO)o2)c1)c1cccs1,?,nt
O=C(CCNC(=O)c1ccc(Br)cc1)Nc1ccc(S(=O)(=O)Nc2ncccn2)cc1,15.7%,nt
O=C(Cn1cnc2c(nnn2Cc2ccc(F)cc2)c1=O)Nc1ccc2c(c1)OCCO2,?,nt
CCOc1ccccc1NC(=O)c1ccc2nc[nH]c2c1,?,nt
Cc1ncc(C[n+]2csc(CCOC(=O)C34CC5CC(CC(C5)C3)C4)c2C)c(N)n1,12.7%,-10.3
COc1cc2nc(CN3CCN(S(=O)(=O)c4ccc(Cl)cc4)CC3)[nH]c(=O)c2cc1OC,-1.4%,-6.7
CCc1ccc(/C=C2\Oc3cc(OC(=O)N4CCOCC4)ccc3C2=O)cc1,?,nt
O=C(Nc1cccc(Cl)c1N1CCOCC1)c1ccc(Br)o1,?,nt
O=c1c2c([nH]n1-c1ccccc1)CCSC2,6.1%,-0.7
O=C1NCN(c2ccccc2)C12CCN(CCCC(c1ccc(F)cc1)c1ccc(F)cc1)CC2,?,nt
O=C(CN1C(=O)C2CCCCC2C1=O)Nc1ccccc1N1CCCC1 (centres undefined),?,nt
CCOc1ccc(C2CC(c3ccc(F)cc3)Nc3nc(N)nn32)cc1 (centres undefined),12.4%,14.3
CCOC(=O)C1=NOC(CN(c2ccccc2)S(=O)(=O)c2ccc(Cl)cc2)C1 (centres undefined),i,nt
CCCCCCNc1nc(-c2ccc(OC)cc2)c(CCC(=O)O)s1,?,nt
CC(C)CN1CCN(C(=O)CCc2nnc(Cc3c[nH]c4ccccc34)o2)[C@@H](C)C1=O,i,-1.2
O=S1(=O)CCC(S(=O)(=O)N2CCCCCC2)C1 (centres undefined),-6.6%,11.3
Cc1ccc(-c2csc(N3N=C(c4ccccc4)/C(=C\c4ccc(N(C)C)cc4)C3=O)n2)cc1,?,nt
COC(=O)[C@H]1C[C@H](C(=O)O)[C@@H](C)C1(C)C,?,nt
O=C(Nc1cc(Cl)ccc1N1CCOCC1)c1ccc(F)c(S(=O)(=O)N2CCOCC2)c1,-0.3%,-4.5
C=CCN1C(=O)/C(=C2/Sc3ccccc3N2CCCS(=O)(=O)O)SC1=S,?,nt
Cc1ccc(NC(=O)NCc2ccc3c(c2)OCO3)cc1C,-0.1%,-13.4
Cc1ccc(CNC(=S)NC2CCC(C(C)(C)C)CC2)cc1 (centres undefined),?,nt
O=C(NC(=S)Nc1ccccc1Cl)c1csnn1,?,nt
O=C(CCc1ccc(S(=O)(=O)N2CCOCC2)cc1)NCCc1ccccn1,?,nt
CCOc1ccc(-n2c(SCC(=O)Nc3ccccc3CC)nc3n[nH]c(C)c3c2=N)cc1,0.9%,2.2
COc1cccc(NC(=O)CN2CCSc3ccccc32)c1,?,nt
O=C(/C=C/c1ccco1)NC(=S)Nc1ccc(Cl)cn1,?,nt
CC1C(=O)N2CCCc3cc(NC(=O)C4CCCCC4)cc1c32 (centres undefined),?,nt
CC(C)CC(NC(=O)C(CC(C)C)NC(=O)OC(C)(C)C)C(N)=O (centres undefined),-4.1%,-11.5
CCc1cccc(CC)c1NC(=O)CO/N=C(\C)c1cccs1,14.4%,16.5
CSc1ccccc1NC(=O)c1onc(C)c1Cl,?,nt
COc1ccccc1C(c1nnnn1C(C)(C)C)N1CCN(C(=O)c2ccco2)CC1 (centres undefined),1.4%,nt
CCOc1ccccc1C(=O)NC(C)c1ccc(-n2ccnc2)cc1 (centres undefined),-16.6%,5.8
O=C(CN1CCN(c2ccccc2)CC1)N1CCN(c2ccccc2)CC1,17.7%,8.8
CCC(CC)C(=O)Nc1cccc(C(=O)NCc2ccco2)c1,i,nt
Cc1ccccc1-c1nc(CS(=O)CC(=O)NCCCN(C)c2ccccc2)c(C)o1 (centres undefined),?,nt
Cc1ccc(/C=C/C(=O)N(Cc2cccs2)C2CCS(=O)(=O)C2)cc1 (centres undefined),18.4%,11.3
CC(C)C[C@@H](CSc1ccccc1)N1CCN(CCc2ccccc2)CCC1=O,?,nt
COc1ccc(NC(=O)CSCC(=O)N(C)CC(=O)Nc2cccc3ccccc23)cc1,-0.7%,nt
C/C(=N\NS(=O)(=O)c1ccc([N+](=O)[O-])cc1)c1c[nH]c2ccccc12,i,-0.5
O=C(Nc1ccc(Cl)cn1)C1CCN(c2ncnc3c2nc2n3CCCCC2)CC1,i,nt
O=C(CN1CCC(C(=O)c2cccc(Cl)c2)CC1)Nc1ccc(C(=O)O)cc1,1.5%,15.9

# By substructure: those above containing an NH in an aromatic ring
SMILES,S3 lipid droplet,S3 lipid droplet cell count max
O=C(O)C1CCCN(S(=O)(=O)c2ccc(-c3ccc(=O)[nH]n3)s2)C1 (centres undefined),i,-7.2
O=C(NCc1nc2ccccc2[nH]1)C1=C[C@@H](c2csc3ccccc23)C[C@@H](OCc2ccc(CO)cc2)O1,1.7%,-7.5
O=C1CS/C(=N/N=C/c2c[nH]c3ccccc23)N1,0.2%,-13.4
Cc1nn(-c2ccccc2)c2nc(C(Cl)(Cl)Cl)[nH]c(=O)c12,-4.1%,7.4
COc1ccc(Nc2nnc(SCC(=O)Nc3ccc4[nH]c(=O)[nH]c4c3)s2)cc1,-11.5%,-17.1
COc1cc(/C=N/NC(=O)c2cc(-c3cccn3C)n[nH]2)cc(OC)c1OC,?,nt
CCCCn1c(N)c(N(CCOC)C(=O)c2nn(CC)c(=O)c3ccccc23)c(=O)[nH]c1=O,i,nt
Cc1[nH]n(-c2ccccc2)c(=O)c1S(=O)(=O)c1ccccc1,?,nt
CCOc1ccccc1NC(=O)c1ccc2nc[nH]c2c1,?,nt
COc1cc2nc(CN3CCN(S(=O)(=O)c4ccc(Cl)cc4)CC3)[nH]c(=O)c2cc1OC,-1.4%,-6.7
O=c1c2c([nH]n1-c1ccccc1)CCSC2,6.1%,-0.7
CC(C)CN1CCN(C(=O)CCc2nnc(Cc3c[nH]c4ccccc34)o2)[C@@H](C)C1=O,i,-1.2
CCOc1ccc(-n2c(SCC(=O)Nc3ccccc3CC)nc3n[nH]c(C)c3c2=N)cc1,0.9%,2.2
C/C(=N\NS(=O)(=O)c1ccc([N+](=O)[O-])cc1)c1c[nH]c2ccccc12,i,-0.5
